Hck Nef HTS: inhibitors of Nef-activated human Hck kinase, primary screen, biochemical, Z-Lyte FRET, 384-well, Hck-YEEI | Recombinant Hck-YEEI plus Nef, Z-Lyte FRET kinase assay | inhibition, % at 20 µM | hit rate 0.68% among 220,000 | AID 463187, 2010;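 active means Hck-Nef kinase inhibition above about 50%, limit read from the data; inactive means inhibition below that limit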;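 further: 0% = DMSO with Hck plus Nef and 100% = Hck alone without Nef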
Target sequence (P08631 whole entry, looked up): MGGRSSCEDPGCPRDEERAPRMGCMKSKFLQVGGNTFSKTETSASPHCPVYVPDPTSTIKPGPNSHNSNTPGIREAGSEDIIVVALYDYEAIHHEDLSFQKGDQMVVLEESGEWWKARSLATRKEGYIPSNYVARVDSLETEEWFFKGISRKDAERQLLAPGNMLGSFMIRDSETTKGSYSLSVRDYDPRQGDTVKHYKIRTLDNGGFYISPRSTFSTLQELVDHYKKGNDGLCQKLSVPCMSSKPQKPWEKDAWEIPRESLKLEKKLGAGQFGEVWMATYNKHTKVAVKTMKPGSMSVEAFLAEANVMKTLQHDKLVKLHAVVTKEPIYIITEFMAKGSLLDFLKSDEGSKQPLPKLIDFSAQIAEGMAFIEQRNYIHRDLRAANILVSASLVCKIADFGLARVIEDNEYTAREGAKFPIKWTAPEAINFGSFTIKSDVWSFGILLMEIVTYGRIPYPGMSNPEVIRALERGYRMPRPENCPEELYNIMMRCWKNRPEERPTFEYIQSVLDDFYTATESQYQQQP
p97 inhibitor: inhibitors of human p97 ATPase, primary screen, biochemical; inhibition, % at 8 µM; hit rate 0.42% among 220,000; recombinant p97 ATPase, Kinase-Glo ATP luminescence, 3 h; AID 1481, 2009; in the data active means inhibition above about 15%;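 further: 0% = DMSO vehicle and 100% = wells lacking enzyme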
Mdm2 ligase inh: MDM2-luciferase reporter signal enhancers, primary screen, MDM2 E3 ligase inhibitor project, cell-based, luminescence, 1536-well | hit rate 0.11% among 210,000 | signal enhancement, % at 5 µM | AID 1230, 2008 | cell-based MDM2 ubiquitination luciferase reporter, 2 h; 0 = plate control, 100 = twice control, blank-subtracted;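 active means signal enhancement of 30% or more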;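 further: luminescence tracks abundance of the self-degrading MDM2-luciferase fusion protein; higher signal means inhibition of MDM2 E3 ligase activity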
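Test system: stable mammalian line carrying autodegrading MDM2–luciferase fusion reporter; quantity: 2000 cells in each well; times: 4 h cell settling then 2 h compound exposure, 37 °C; detection: luminescence with SteadyLite reagent, 15 min at room temperature; evaluation: percent signal gain over controls, blank-subtracted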
RBBP9 inh: human RBBP9 inhibitors, primary screen, biochemical, fluorescence polarization, FP-Rh probe, HTS; recombinant RBBP9; inhibition, % at 7.94 µM; hit rate 0.2% among 220,000; AID 1515, 2009;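 active means inhibition above the campaign mean of all tested compounds plus 3 SD, cut at about 14% in these data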;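 further: plate controls were DMSO wells with RBBP9 for no effect and wells lacking RBBP9 protein for full effect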
Target sequence (O75884 whole entry, looked up): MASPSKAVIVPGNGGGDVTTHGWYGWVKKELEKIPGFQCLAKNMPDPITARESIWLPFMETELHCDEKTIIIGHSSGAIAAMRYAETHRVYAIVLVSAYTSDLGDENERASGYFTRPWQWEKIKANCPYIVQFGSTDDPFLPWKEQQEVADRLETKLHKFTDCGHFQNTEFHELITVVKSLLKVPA
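Controls: DMSO-treated enzyme wells and wells lacking RBBP9 | Material: RBBP9 protein | Technique: Fluorescence polarization | Replication: Single well per compound, no replicates | Buffer or medium: Tris-NaCl-Pluronic buffer, pH 8.0 | Timing: 30 min compound preincubation, 45 min probe labeling, 25 °C | Read-out basis: Percent inhibition from mP, scaled between DMSO and no-protein wells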
NPY-Y2 PAM-ag: NPY-Y2 potentiators or agonists, primary screen, cell-based. AID 1359, 2008. hit rate 0.45% among 220,000. cells expressing NPY-Y2, potentiator/agonist read-out. activation, % at 3.6 µM; in the data active means activation above about 27%;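 further: cells stimulated with NPY near EC25 plus isoproterenol at EC100; 0% = vehicle plus submaximal agonist and 100% = vehicle plus saturating agonist; some results beyond the cut were filed as inactive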
NPY-Y1 antag: NPY-Y1 receptor antagonists, primary screen, cell-based; HEK293-CNG Y1 cells, membrane potential fluorescence; NPY at EC95, then isoproterenol; inhibition, % at 3.6 µM; hit rate 1% among 200,000; AID 1040, 2008;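 active means inhibition above the campaign mean inhibition of all tested compounds plus 3 SD, cut at about 20% in these data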;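 further: 0% = DMSO wells given NPY plus isoproterenol and 100% = isoproterenol alone without NPY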
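Test system: HEK293 cells co-expressing NPY Y1 receptor and cyclic-nucleotide gated channel; Also added: NPY (25 nM), isoproterenol (1 µM), Ro 20-1724 (25 µM); Compound dosing: one concentration, 3.6 µM, in 0.4% DMSO; Timing: dye 3 h, compound 60 min room temperature, stimulation 45 min; Technique: Membrane-potential fluorescent dye readout.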
Runt-SMMHC FRET: inhibitors of RUNX1 Runt–CBFb-SMMHC binding, primary screen, biochemical, FRET, Cerulean-Runt, Venus-CBFb-SMMHC, uHTS; Runt-related transcription factor 1 (Homo sapiens) + Core-binding factor subunit beta …; Cerulean-Runt/Venus-CBFb-SMMHC FRET ratio 530/480, 1 h; inhibition, % at 20 µM; hit rate 0.74% among 220,000; AID 1434, 2008;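 active means mean inhibition across duplicate retests at 20 µM reaching about 50%, limit read from the data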;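 further: 0% = DMSO wells and 100% = wells with excess untagged CBFb-SMMHC; inhibitors lower the FRET ratio by blocking Runt binding to CBFb-SMMHC; some results filed as inactive read as strong as hits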
Runt-CBFb FRET: inhibitors of RUNX1 Runt–CBFb binding, primary screen, biochemical, FRET, Cerulean-Runt, Venus-CBFb, uHTS; Cerulean-Runt/Venus-CBFb FRET ratio 530/480, 1 h; inhibition, % at 20 µM; hit rate 0.46% among 220,000; AID 1496, 2009;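 active means inhibition over about 50% at 20 µM in the single-dose screen, limit read from the data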;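 further: 0% = DMSO wells and 100% = excess unlabeled CBFb competitor control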
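Schedule: protein complex preformed 1 h, compound exposure 1 h, room temperature, dark; test system: Cerulean-labeled Runt domain protein; amount: 100 nM per protein; buffer or medium: Tris 50 mM pH 7.5, KCl, K2SO4, 0.01% BSA; read-out: loss of energy transfer signal; detection: FRET fluorescence; controls: 5 µM unlabeled CBFb as full-inhibition high control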
NPY-Y1 PAM-ag: NPY-Y1 receptor potentiators or agonists, primary screen, cell-based; NPY-Y1 expressing cells, potentiator/agonist activation; hit rate 0.37% among 220,000; activation, % at 3.6 µM; AID 1304, 2008; in the data active means activation above about 33%, passing the limit was not always enough;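 further: cells stimulated with NPY at EC10 then isoproterenol at EC100; 0% = low agonist plus stimulus and 100% = saturating agonist plus stimulus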
* = called active by the depositor; / = no result given.

SMILES	Hck Nef HTS	p97 inhibitor	Mdm2 ligase inh	RBBP9 inh	NPY-Y2 PAM-ag	NPY-Y1 antag	Runt-SMMHC FRET	Runt-CBFb FRET	NPY-Y1 PAM-ag
COc1cc(-c2ccc(Nc3ccccc3C(=O)O)c(OC)c2)ccc1Nc1ccccc1C(=O)O	94.1*	2.3	-12.3	24.3*	-9.8	/	-7.6	17.0	-5.0
CCN(CC)c1nc2ccccc2[nH]c1=O	5.8	1.3	-6.9	-6.3	11.8	/	3.2	3.2	0.6
CCCCNCCOCCSc1ccc(Cl)cc1	-0.6	1.8	-14.1	-6.8	-12.1	11.2	-1.8	-1.2	12.7
Cc1ccc(N/C(N)=N/c2nc(CSc3nnc(N)s3)cc(=O)[nH]2)cc1	4.6	-2.2	-1.5	-4.6	10.4	/	1.8	-2.1	3.2
Cc1cc(NC(=O)Nc2ccccc2[N+](=O)[O-])no1	19.9	10.7	-12.4	7.7	6.7	0.6	0.0	1.5	5.6
CCN(CC)c1ccc(NC(=O)/C=C\c2ccccc2Cl)cc1	-0.3	-0.4	5.6	12.5	30.6*	-5.5	11.1	7.5	41.0
COc1ccc(C(=O)C2CCCN(C(=O)c3ccccc3C(C)=O)C2)cc1F (configuration not stated)	13.3	1.4	-21.8	-1.6	9.0	-2.3	-0.8	-0.5	2.6
Cn1cccc1/C=N\NC(=O)c1cncc(Br)c1	21.9	5.4	-5.7	-9.0	-35.8	/	2.4	0.5	-7.6
CC(CCN(C)C)OC(=O)c1ccc(C(C)c2ccccc2)o1 (configuration not stated)	1.4	4.4	-13.4	-7.8	2.7	4.6	2.7	0.5	-0.7
CC(O)[C@H]1CNC(=S)N1CCc1cccc(F)c1 (some centres not stated)	24.0	/	3.3	/	/	/	0.3	1.9	/
O=C(N/N=C/C=C/c1cccc([N+](=O)[O-])c1)c1ccncc1	21.4	7.8	-9.7	12.1	-1.4	/	-2.4	-0.9	-0.5
O=C(COC(=O)CC1CC2CCC1C2)NC(=O)NC1CCCC1 (configuration not stated)	-7.2	-2.6	2.6	-5.0	1.3	3.3	-0.3	-1.5	-3.1
C[C@@H]1C=C(C(=O)NCc2nc3ccccc3[nH]2)O[C@H](OCc2ccc(CO)cc2)C1	14.3	/	3.3	/	/	/	-0.9	2.2	/
O=C(OCc1ccc(F)cc1Cl)c1ccccn1	14.7	-2.6	-20.2	1.2	3.0	-7.0	-5.6	8.7	-15.3
Cc1ccc(C)c(NC(=O)c2ccc(S(=O)(=O)C(F)F)cc2)c1	4.0	-6.8	-9.4	-9.1	0.1	7.5	-0.6	0.9	-6.7
Cc1ccccc1NC(=O)Cn1cnc2c(oc3ccccc32)c1=O	2.6	-3.2	/	-7.0	-1.1	3.6	-1.7	2.3	-8.6
COc1ccc(-n2cnc3cc(N)ccc32)cc1	7.0	-1.9	-4.2	4.5	-5.0	-2.8	11.7	-1.4	-10.7
O=C(N/N=C/c1ccc[nH]1)c1sc2ccccc2c1Cl	-0.9	-4.9	0.7	-10.7	1.9	-3.5	-5.1	1.9	-17.2
Cc1cc(=O)[nH]c2c(C)c(N)ccc12	0.1	-1.3	-11.6	-9.7	-4.6	1.3	4.6	-1.6	-4.3
COc1cccc(/C=N/NC(=O)c2ccoc2C)c1O	-2.2	-16.7	-32.3	-12.5	-6.8	/	-3.4	1.0	12.0
O=C(O)c1cccc(NC2=C(N3CCOCC3)C(=O)c3ccccc3C2=O)c1	23.7	6.9	-11.9	8.4	5.0	/	1.4	0.4	-1.2
CCCc1c(C(=O)NNc2ccccc2OC)cnn1-c1ccccc1	11.6	5.9	-11.5	4.6	32.5	/	-4.0	1.4	29.3
CN(c1ccc(OCC(=O)OCC(=O)Nc2ccccc2F)cc1)S(=O)(=O)c1cccs1	1.6	3.8	-2.0	-6.1	9.3	-0.1	1.7	-1.6	-15.7
Clc1ccc(CN2C3=NCCCN3c3ccccc32)cc1	0.9	-0.2	-21.2	-1.6	-18.5	9.2	-4.1	2.4	-43.9
CC(=O)Nc1cccc(Nc2nc(-c3ccccc3)nc3ccccc23)c1	23.7	7.7	-21.4	-31.8	4.9	4.2	-2.7	-1.5	-10.1
Cc1ccn2cc(-c3cccc(NC(=O)c4cccs4)c3)nc2c1	1.0	0.2	-12.6	-10.3	-15.1	0.5	4.7	1.1	-5.7
CCOC(=O)Cn1nc(C)c(NC(=O)COc2ccc(F)cc2F)c1C	17.7	7.1	21.7	-7.1	5.1	1.6	1.9	1.4	10.5
CCOc1ccc(-c2csc(NC(=O)C3CCCO3)n2)cc1 (configuration not stated)	8.9	0.0	-8.3	-8.5	-15.6	1.7	-0.1	-2.4	-14.8
COc1cc(C(=O)NCC(c2ccco2)N2CCCC2)ccc1OCc1c(C)noc1C (configuration not stated)	2.2	2.6	-6.9	-6.2	4.4	2.8	-0.4	-0.9	20.0
O=[N+]([O-])/C(C(=C(Cl)Cl)N1CCN(Cc2ccccc2)CC1)=C1\NCCN1Cc1ccc(Cl)nc1	23.7	-1.4	-13.0	3.9	14.2	8.8	2.8	-8.8	18.7
Cc1cc(C(=O)Nc2nnc(C(F)(F)F)s2)no1	0.6	1.4	-6.5	-8.8	-4.9	-5.1	1.5	-2.5	-5.7
Nc1nc2ccc(S(=O)(=O)N3CCCCC3)cc2s1	-1.3	-0.8	-17.5	3.0	-4.8	3.2	55.6	56.5*	5.6
COc1ccccc1NC(=O)N1CCN(c2ccnc3cc(Cl)ccc23)CC1	12.0	7.4	-5.5	1.0	-20.4	/	-3.3	1.1	-4.3
CCOC(=O)c1[nH]c(CO)c(C(=O)OCC)c1C	4.4	0.7	-5.6	-7.3	11.8	/	-1.4	-2.1	-8.3
O=C(c1cccc(F)c1)N1CCC(c2nc3ccccc3s2)CC1	-14.8	-5.5	-11.8	-15.6	-11.9	2.0	-3.0	/	-10.3
CCOCCCNS(=O)(=O)c1ccc2c(c1)oc(=O)n2CC(=O)OCC	2.3	4.9	-2.9	10.1	4.0	7.8	-3.4	-1.3	-19.2
S=C(NCc1cccs1)Nc1cccc(Cl)c1	-0.9	-8.7	3.7	-7.6	-17.5	-2.2	2.0	-1.4	-19.3
Cc1ccc(N2CC(C(=O)Nc3ccc4c(c3)OCO4)CC2=O)cc1 (configuration not stated)	0.5	2.8	-10.2	1.2	6.5	15.5	-5.4	2.2	-3.0
Cc1ccc(-n2c(SC3CCOC3=O)nc3ccccc3c2=O)cc1 (configuration not stated)	-1.9	-0.1	-17.2	-5.1	-12.2	6.0	3.7	1.6	12.7
Nc1nc2ncc(C(=O)c3cc(F)ccc3O)cc2s1	8.3	9.0	-16.8	1.4	-22.1	/	-0.3	1.2	-5.4
CNC(=S)NNC(=O)c1oc2nc(-c3ccccc3)cc(C)c2c1N	4.4	4.9	-2.1	0.8	-5.1	/	-48.6	34.8	10.1
Cc1ccc2c(Cl)c(C)c(N3CCCCC3)nc2n1	3.6	-4.5	-13.2	-7.9	-5.0	3.1	0.9	-7.6	-12.1
CCOC(=O)CC(=O)Nc1ccc(Br)cc1C(=O)O	-0.3	-2.7	18.7	-2.8	-26.0	16.4	-1.5	0.9	10.1
COC(CNC(=O)CSCc1nc(-c2ccc(SC)cc2)oc1C)OC	5.5	-0.8	-8.3	4.0	14.9	1.2	-1.5	-0.4	-1.5
Cc1ccc(S(=O)(=O)NNC2=NCCCCC2)cc1	2.3	-1.4	-11.2	-3.8	7.0	2.4	-1.4	1.1	11.8
COc1ccc(C(=O)c2sc3nc(-c4ccc(OC)cc4)ccc3c2N)cc1	-0.1	5.5	14.6	-5.7	-1.9	-2.0	-3.1	-5.7	3.5
COc1cc(C(=O)O/N=C2\C=CC(=O)C=C2C)cc(OC)c1OC	2.0	6.4	-9.6	-10.7	-12.3	3.7	-0.1	6.1	3.4
Cc1oc2c(CN(C)C)c(O)ccc2c(=O)c1-c1cscn1	-0.4	0.3	-9.2	3.5	5.5	-3.9	2.2	0.3	1.4
O=C(CCCN1C(=O)/C(=C\c2cccs2)SC1=S)NNC(=O)c1ccncc1	24.9	5.8	10.0	-10.2	-4.1	6.1	1.0	-0.3	-3.8
O=C(NN1C(=O)C2C(C1=O)C1C=CC2C12CC2)c1ccncc1 (configuration not stated)	-0.1	3.4	8.6	5.8	5.9	3.4	2.5	-1.7	4.5
Cc1ccc(NC(=O)CN(C)C(=O)CSc2nc3ccccc3c(=O)n2Cc2ccco2)cc1	1.6	19.4*	-7.4	-0.4	19.4	-5.8	3.5	6.0	12.3
CC(=O)NNc1[nH]c2c(c(=O)c1[N+](=O)[O-])c(=O)n(C)c(=O)n2C	18.1	3.5	-14.5	-7.2	5.5	-4.7	0.6	-0.9	-6.3
CCOc1ccc(-n2c(CCc3ccccc3)n[nH]c2=S)cc1	22.7	1.8	1.7	-6.4	-14.8	7.3	11.9	3.2	2.3
C=CCn1c(O)c(C(CC)=Nc2ccccc2NC(=O)CC)c(=O)[nH]c1=O	6.4	-2.6	-28.5	3.9	13.4	5.0	1.8	-1.4	8.2
